Bioassay records from PubChem BioAssay.
hIAP act – human IAP activation; P09923; purified human IAP, CDP-Star luminescence, 30 min; stronger effect = higher value; 1 = vehicle-only enzyme, 0 = enzyme-free background; activation factor at 10 µM; 330,000 tested, 0.16% active;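 active means activation factor of the enzyme at least 2-fold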; further: the source names both 10 and 20 µM as test concentration; values of inactives mirror those of a sister screen read the other way
beta cell repl – inducers of beta-cell replication in MIN6 cells. 330,000 tested, 0.29% active. proliferation, % at 10 µM. MIN6 cells proliferation, ATPlite luminescence, 48 h; cells starved in 0.2% serum; 100% = growth in 10% serum. AID 2380;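 active means compounds whose signal lies at least 3.5 SD above the mean of all wells on their plate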;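 further: 0% = DMSO-treated cells in low-serum medium and 100% = 10% serum control; some compounds called inactive have numbers as strong as hits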
mIAP inh – mouse IAP inhibition. purified mouse IAP, CDP-Star luminescence, 30 min. inhibition, % at 10 µM. 330,000 tested, 0.2% active. AID 2806;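 active means inhibition of at least 40% at 10 µM in the primary screen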;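 further: plate controls were DMSO with enzyme for no effect and no enzyme wells for full effect; values of inactives mirror those of a sister screen read the other way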
mIAP act – mouse IAP activation | 330,000 tested, 0.24% active | activation factor at 10 µM | muIAP, CDP-Star luminescence, 30 min; stronger effect = higher value; 1 = vehicle-only enzyme signal, 0 = enzyme-free wells | AID 2805;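 active means activation factor of at least 2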; further: the source names both 10 and 20 µM as test concentration; values of inactives mirror those of a sister screen read the other way
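Assay system: mouse IAP enzyme; Reagent: CDP-Star chemiluminescent phosphatase substrate; Compound: DMSO-dissolved test compounds; Incubation: 30 min, room temperature; Technique: luminescence from enzymatic CDP-Star hydrolysis; Controls: DMSO-only wells and no-enzyme negative control.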
NALP3 yeast inh – inhibitors of NALP3 inflammasome in yeast; Yeast reconstituted NLRP3/ASC/caspase-1, beta-gal luminescence, 24 h; inhibition, % at 10 µM; 330,000 tested, 0.39% active; AID 2825;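 active means inhibition of 50% or more; inactive means inhibition below 50%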;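 further: plate controls were induced DMSO wells for no effect and uninduced yeast grown without galactose for full effect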
A3A deaminase – blocks human APOBEC3A ssDNA deamination; recombinant A3A, FAM/TAMRA ssDNA deamination fluorescence; inhibition, % at 20 µM; 330,000 tested, 0.41% active; AID 493011;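 active means at least 40% inhibition at 20 µM here, with at most 30% in a related deaminase screen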;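 further: plate controls were A3A with DMSO for no effect and wells lacking A3A enzyme for full effect; some results filed as inactive read as strong as hits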
Target sequence (P31941 whole entry, looked up): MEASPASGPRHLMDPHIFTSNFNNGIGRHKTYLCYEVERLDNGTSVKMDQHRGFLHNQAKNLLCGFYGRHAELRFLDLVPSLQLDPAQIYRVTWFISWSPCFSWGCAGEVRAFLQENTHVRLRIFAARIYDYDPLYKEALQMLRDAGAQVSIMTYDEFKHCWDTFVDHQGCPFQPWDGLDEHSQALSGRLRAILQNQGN
SENP1 FRET inh – inhibitors of human SENP1 SUMO protease catalytic domain | Q9P0U3 | recombinant SENP1 catalytic domain, CyPet-SUMO1-YPet FRET cleavage | inhibition, % at 10 µM | 360,000 tested, 0.21% active | AID 624204;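 active means inhibition at least 30% at 10 µM, raw YFP signal under a set limit, fluorescence ratio 0.5 to 1.5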;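 further: 0% = enzyme with DMSO and 100% = no enzyme wells; some results filed as inactive read as strong as hits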
Target sequence (Q9P0U3 419-644 limits assumed): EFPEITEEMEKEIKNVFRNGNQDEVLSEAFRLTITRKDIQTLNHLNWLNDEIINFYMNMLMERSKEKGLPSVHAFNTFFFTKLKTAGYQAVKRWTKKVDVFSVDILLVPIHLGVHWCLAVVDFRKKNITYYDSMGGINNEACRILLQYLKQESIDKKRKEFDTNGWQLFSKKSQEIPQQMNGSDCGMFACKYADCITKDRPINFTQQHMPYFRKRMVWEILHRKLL
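System: Recombinant human SENP1 catalytic domain, His6-tagged | Incubation: Enzyme reaction for 50 min at room temperature, dark | Medium: Tris pH 8 with BME, BSA, NP40 and catalase | Also added: 25 nM SUMO1 FRET substrate | Compound: 10 µM single point, 0.5% DMSO | Measured by: FRET fluorescence in CFP and YFP emission channels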
hIAP inh – blocks human intestinal alkaline phosphatase; P09923; purified IAP, CDP-Star luminescence, 30 min; inhibition, % at 10 µM; 330,000 tested, 0.12% active;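 active means inhibition reaching a set limit with compound at 10 µM in the primary screen, cut at about 35% in these data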;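 further: plate controls were DMSO wells with enzyme for no effect and no-enzyme buffer wells for full effect; values of inactives mirror those of a sister screen read the other way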
A3G deaminase – APOBEC3G (human) deaminase inhibition; Q9HC16; recombinant A3G, ssDNA deamination FAM/TAMRA fluorescence; inhibition, % at 20 µM; 330,000 tested, 0.28% active; AID 493012;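 active means inhibition of at least 40% at 20 µM, with no more than 30% in the related APOBEC3A deaminase screen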;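 further: plate controls were DMSO wells with A3G for no effect and wells lacking A3G enzyme for full effect; some compounds called inactive have numbers as strong as hits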
Target sequence (Q9HC16 whole entry, looked up): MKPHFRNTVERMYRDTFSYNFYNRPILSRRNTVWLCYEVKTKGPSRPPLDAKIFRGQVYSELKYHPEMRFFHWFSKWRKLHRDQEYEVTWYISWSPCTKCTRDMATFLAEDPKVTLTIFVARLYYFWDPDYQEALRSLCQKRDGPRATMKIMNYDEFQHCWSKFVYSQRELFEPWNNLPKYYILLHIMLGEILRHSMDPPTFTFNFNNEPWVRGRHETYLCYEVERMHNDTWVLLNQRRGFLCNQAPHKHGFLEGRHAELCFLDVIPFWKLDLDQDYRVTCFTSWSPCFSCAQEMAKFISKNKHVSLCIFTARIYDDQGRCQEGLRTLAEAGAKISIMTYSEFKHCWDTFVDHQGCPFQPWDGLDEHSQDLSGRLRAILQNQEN
An asterisk follows results filed as active. Not all compounds are listed; count on the stated rates, not on these rows.

SMILES | hIAP act | beta cell repl | mIAP inh | mIAP act | NALP3 yeast inh | A3A deaminase | SENP1 FRET inh | hIAP inh | A3G deaminase
Clc1ccccc1CSC1=NCCCN1 | 1.1 | 0 | 10 | 0.9 | -26 | 0 | 2 | -9 | -4
CCC1CCCCN1C(=S)NC(=O)c1ccc(F)c(S(=O)(=O)N2CCOCC2)c1 (configuration not stated) | 1 | -1 | 3 | 0.97 | 24 | -4 | 0 | -3 | -14
COc1ccc(NC(=O)CSc2nnc3ccc(-c4cccnc4)nn23)c(OC)c1 | 0.96 | 0 | -6 | 1.1 | 7 | 1 | 1 | 4 | -8
COc1ccc(N(C(=O)c2ccc(Br)o2)C2C=CS(=O)(=O)C2)cc1 (configuration not stated) | 1.1 | 0 | 13 | 0.87 | 27 | -2 | 1 | -13 | -5
COc1ncc(-c2ccc3c(c2)S(=O)(=O)c2cccc(C(=O)O)c2C3=O)cn1 | 0.95 | 0 | -4 | 1 | 12 | 0 | -13 | 5 | -9
CC(=O)Nc1ccc(S(=O)(=O)Nc2ccc(N3CCOCC3)cc2)cc1 | 1 | -3 | 0 | 1 | 6 | -1 | 1 | -2 | -5
COc1ccccc1C(=O)NC(=S)/C=C1/N(C)c2ccccc2C1(C)C | 0.99 | 0 | 30 | 0.7 | 14 | 0 | -21 | 1 | 0
CN1CCN(C(=O)c2cccc(-c3cc(O)c4ncccc4c3)c2)CC1 | 1.2 | -3 | -25 | 1.2 | 13 | -4 | 1 | -23 | -7
Cc1nn(-c2ccccn2)c(N)c1N=O | 1 | 2 | -7 | 1.1 | 11 | 0 | -1 | -2 | -5
CCOC(=O)/C(C#N)=C/c1c(N2CCN(Cc3ccc4c(c3)OCO4)CC2)nc2c(C)cccn2c1=O | 0.99 | -1 | 11 | 0.89 | 28 | -1 | -57 | 1 | -6
N#CC1=C(SCC(=O)Nc2nccs2)NC(=O)CC1c1ccccc1 (configuration not stated) | 0.96 | -2 | 1 | 0.99 | -8 | -1 | 2 | 4 | -4
CCN(CC)c1ccc(NC(=O)CSc2nc3ccccc3c(=O)[nH]2)cc1 | 1 | -2 | 9 | 0.91 | 3 | -2 | 1 | -2 | -5
O=C(NCC(c1cccs1)N1CCOCC1)C1CCN(S(=O)(=O)c2cccc(C(F)(F)F)c2)CC1 (configuration not stated) | 1 | -6 | 12 | 0.88 | 3 | -4 | 0 | -2 | 0
OCCC1CN(Cc2ccccc2-c2ccco2)CCN1Cc1ccccc1 (configuration not stated) | 0.95 | 1 | 11 | 0.89 | -4 | 4 | -14 | 5 | -3
O=C1SC(SCc2ccccc2)=N/C1=C\c1ccco1 | 0.92 | -4 | 25 | 0.75 | 10 | 12 | -21 | 8 | 2
Cc1ccc(NCc2ccccc2O)c(C)c1 | 1 | 2 | -2 | 1 | 3 | -1 | -1 | 0 | -1
CCOC(=O)CCN(c1ccccc1)S(=O)(=O)c1ccc(-c2ccc(=O)[nH]n2)s1 | 1.2 | 2 | -3 | 1 | 12 | 1 | 2 | -16 | -2
CCN(CC(=O)NCc1ccc(Cl)cc1)C(=O)c1oc2ccccc2c1C | 0.89 | 0 | -2 | 1 | 27 | 3 | 2 | 11 | 2
COc1ccc(CCNC(=O)c2cc(S(=O)(=O)N(C)c3ccccc3)ccc2Cl)cc1 | 1.4 | 0 | -4 | 1 | 13 | -7 | -2 | -36 | -8
CCCN(C1CCS(=O)(=O)C1)S(=O)(=O)c1cc(OC)ccc1OC (configuration not stated) | 1.1 | -6 | -10 | 1.1 | -10 | -3 | 1 | -14 | 2

Next section; it opens with the 4 that closed the last part.
SMILES | hIAP act | beta cell repl | mIAP inh | mIAP act | NALP3 yeast inh | A3A deaminase | SENP1 FRET inh | hIAP inh | A3G deaminase
CCOC(=O)CCN(c1ccccc1)S(=O)(=O)c1ccc(-c2ccc(=O)[nH]n2)s1 | 1.2 | 2 | -3 | 1 | 12 | 1 | 2 | -16 | -2
CCN(CC(=O)NCc1ccc(Cl)cc1)C(=O)c1oc2ccccc2c1C | 0.89 | 0 | -2 | 1 | 27 | 3 | 2 | 11 | 2
COc1ccc(CCNC(=O)c2cc(S(=O)(=O)N(C)c3ccccc3)ccc2Cl)cc1 | 1.4 | 0 | -4 | 1 | 13 | -7 | -2 | -36 | -8
CCCN(C1CCS(=O)(=O)C1)S(=O)(=O)c1cc(OC)ccc1OC (configuration not stated) | 1.1 | -6 | -10 | 1.1 | -10 | -3 | 1 | -14 | 2
COc1cc2c(C)nc(C)c(C#N)c2cc1OC | 0.89 | 2 | 0 | 1 | 22 | -2 | -56 | 11 | -2
CCCCc1ccc(NC(=O)Nc2cc(C)nn2C)cc1 | 1.6 | 3 | -23 | 1.2 | 8 | -2 | -1 | -55 | -9
CCc1ccc(C(=O)Nc2cc(S(=O)(=O)N3CCOCC3)ccc2N2CCOCC2)cc1 | 1 | 2 | 1 | 0.99 | -9 | -1 | 2 | 0 | -6
Cc1ccc(C)c(NC(=O)c2cc(S(=O)(=O)N3CCCCC3)c[nH]2)c1 | 1.1 | -2 | -14 | 1.1 | 0 | 0 | 0 | -11 | -2
COc1ccc(Cl)cc1S(=O)(=O)N1CCCC(C(=O)NCc2ccccn2)C1 (configuration not stated) | 0.98 | 3 | 6 | 0.94 | 8 | -1 | 2 | 2 | -5
CCCC(=O)N(Cc1cc(=O)[nH]c2ccccc12)c1ccc(C)cc1 | 0.96 | 9 | -2 | 1 | -1 | -1 | 1 | 4 | -7
COc1ccc(C(=O)OCC(=O)Nc2cc(S(=O)(=O)N3CCOCC3)ccc2N2CCCC2)cc1 | 1 | 0 | 9 | 0.91 | 17 | -2 | -2 | -4 | -10
Cn1c(N)c(C(=O)CSc2nc3ccccc3c(=O)n2CCCN2CCOCC2)c(=O)n(C)c1=O | 1.1 | -5 | 0 | 1 | 13 | 3 | 1 | -13 | -9
Cc1nc(-c2cccc(C(F)(F)F)c2)sc1C(=O)O | 1.2 | -2 | 3 | 0.97 | 5 | -4 | 8 | -19 | -4
CC(Sc1nnnn1-c1ccccc1)C(=O)Nc1ccc(N2CCN(C)CC2)cc1 (configuration not stated) | 1.5 | -3 | 2 | 0.98 | 4 | -10 | 2 | -48 | -8
Cc1ccc2nc(C3CCN(CC(=O)N4CCCCCC4)CC3)[nH]c2c1 | 1 | -4 | -6 | 1.1 | -2 | -6 | -16 | -2 | -9
CN(c1ccccc1)S(=O)(=O)c1ccc(C(=O)OCC(=O)NCc2ccco2)cc1 | 1.1 | -1 | 8 | 0.92 | 19 | 0 | 0 | -14 | -7
CN(CCc1cnn(C)c1)C(=O)C1CCC(=O)N(CC2CCCCC2)C1 (configuration not stated) | 1.1 | -3 | 0 | 1 | 8 | -1 | 0 | -6 | -2
Cc1ccccc1-n1nc(C(=O)O)c(C)c(C#N)c1=O | 1 | 0 | -1 | 1 | 6 | 1 | 2 | -4 | -1
CCOc1ccc(C(C(=O)NCC2CCCO2)N(Cc2cccnc2)C(=O)c2snc(C(N)=O)c2N)cc1 (configuration not stated) | 1.1 | -1 | -8 | 1.1 | 7 | -3 | -8 | -12 | -7
CCOc1cc(N2CCOCC2)c(OCC)cc1NC(=O)C(NC(=O)c1ccco1)C(C)C (configuration not stated) | 0.99 | -2 | 3 | 0.97 | -3 | -3 | 3 | 1 | -9
OC1(c2ccccc2F)CCN(Cc2nnc(-c3ccccc3)o2)CC1 | 1 | 1 | 5 | 0.95 | 14 | 0 | -4 | -1 | -2
NC1=NC(=O)C2(COC(c3ccncc3)OC2)S1 (configuration not stated) | 1 | -1 | 2 | 0.98 | 9 | 0 | -1 | -2 | -4
N#CCC(=O)Nn1c(=S)[nH]c2ccccc2c1=O | 1.2 | -3 | 2 | 0.98 | 2 | -5 | -2 | -17 | -3
CCOc1cc(/C=C2/C(=N)N3C(=NC2=O)SN=C3S(=O)(=O)CC)ccc1OC(=O)c1ccco1 | 0.83 | 1 | 12 | 0.88 | -1 | -2 | -73 | 17 | -3
CCCn1nc(C(=O)OCC(=O)c2ccc3c(c2)NC(=O)CO3)c2ccccc2c1=O | 0.99 | 0 | 0 | 1 | 17 | 4 | 0 | 1 | 4
CC(NC(=O)C1CC1)c1ccc(-c2ccccc2)cc1 (configuration not stated) | 0.9 | -2 | -2 | 1 | 22 | -3 | -2 | 10 | 10
Cc1cccc(Cn2c(-c3ccc[nH]c3=O)nc3ccccc32)c1 | 1.2 | 1 | -6 | 1.1 | 10 | 2 | -1 | -17 | -5
Cc1ccc2c(Cl)c(C)c(N3CCCC3)nc2n1 | 1 | 0 | -5 | 1 | 12 | 1 | -43 | -4 | -8
Cc1cccc(C(=O)Nc2nccs2)c1[N+](=O)[O-] | 1 | 2 | 3 | 0.97 | -4 | 0 | -1 | -1 | -5
NCC(c1ccc(Cl)cc1Cl)c1c[nH]c2ccccc12 (configuration not stated) | 0.86 | -6 | -5 | 1 | 17 | 0 | -19 | 14 | -1
COC(=O)CNc1cccc(C(F)(F)F)c1 | 1.1 | 4 | -2 | 1 | -1 | -3 | 2 | -5 | -8
Cc1nnc(SCC(=O)Nc2nccs2)s1 | 1.2 | -1 | -2 | 1 | -6 | 3 | -2 | -24 | -3
CCN=C1SC(C(N)=O)CC(=O)N1CC (configuration not stated) | 0.91 | 1 | 12 | 0.88 | 6 | -2 | 1 | 9 | -5
COc1ccc(CCN(C)C2CCCN(S(=O)(=O)c3ccccc3F)C2)cc1OC (configuration not stated) | 1 | -1 | 6 | 0.94 | 10 | -2 | -2 | -1 | -7
Cc1cc(C)cc(-n2nnnc2SCC(=O)Nc2nc(-c3ccc(F)cc3)cs2)c1 | 0.93 | 1 | 1 | 0.99 | 0 | -5 | 0 | 7 | -4
COc1ccccc1N1CCN(C(=O)Cc2c(C(=O)O)[nH]c3ccc(Cl)cc23)CC1 | 0.92 | -2 | 5 | 0.95 | 2 | -2 | 0 | 8 | -3
C[C@H]1CCC(=O)N([C@H](COc2ccccc2)Cc2ccccc2)CC1 | 0.82 | -7 | 7 | 0.93 | 10 | -5 | -2 | 18 | -7
Cc1ccccc1CC(=O)N1CCN(S(=O)(=O)c2ccc(Cl)s2)CC1 | 0.99 | 5 | 0 | 1 | 8 | 6 | 2 | 1 | -8
Cn1nnc2cc(C(=O)NC(C)(C)C)ccc21 | 0.99 | 2 | 1 | 0.99 | 14 | 2 | 1 | 1 | 2

Retrieved by compound from the entries so far (4):
SMILES | hIAP act | beta cell repl | mIAP inh | mIAP act | NALP3 yeast inh | A3A deaminase | SENP1 FRET inh | hIAP inh | A3G deaminase
COc1ccc(CCN(C)C2CCCN(S(=O)(=O)c3ccccc3F)C2)cc1OC (configuration not stated) | 1 | -1 | 6 | 0.94 | 10 | -2 | -2 | -1 | -7
Cn1nnc2cc(C(=O)NC(C)(C)C)ccc21 | 0.99 | 2 | 1 | 0.99 | 14 | 2 | 1 | 1 | 2
Cc1ccc2c(Cl)c(C)c(N3CCCC3)nc2n1 | 1 | 0 | -5 | 1 | 12 | 1 | -43 | -4 | -8
Cc1cccc(Cn2c(-c3ccc[nH]c3=O)nc3ccccc32)c1 | 1.2 | 1 | -6 | 1.1 | 10 | 2 | -1 | -17 | -5
